Source: PubChem (several laboratories)
5HT1a antag – 5-HT1a (human) receptor antagonism; CHO 5-HT1a Ga15 NFAT-bla reporter, antagonist mode; inhibition, % at 10 µM; hit rate 0.68% among 62,000; AID 612;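 active means inhibition above the mean of all tested compounds plus 3 SD, cut at about 43% in these data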;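 further: receptor stimulated by 5-CT agonist at 100 nM near EC80; beta-lactamase reporter measured by ratiometric fluorescence of a cleavable substrate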
HTR1E antagonist – 5-HT1E (human) receptor antagonism; inhibition, % at 6 µM; CHO 5-HT1E Ga15 NFAT-bla reporter, FRET, antagonist; hit rate 0.99% among 65,000; AID 571;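 active means inhibition above a set limit, the mean inhibition across every tested compound plus 3 SD, cut at about 29% in these data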;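 further: signal is the 460 over 535 nm emission ratio of beta-lactamase substrate; 0% = agonist plus DMSO wells and 100% = wells without agonist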
RORA act – RORA (human) activation; AID 560; CHO-K1 Gal4-RORA LBD luciferase reporter, luminescence; percent increase over mock-subtracted basal signal; activation, % at 10 µM; hit rate 1.5% among 65,000;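 active means activation above the mean of all tested compounds plus 3 SD, cut at about 49% in these data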;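 further: 0% = DMSO-treated RORA cells and 100% = added signal equal to DMSO minus mock-transfected cells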
AP ELISA ortho – orthogonal test for alternative complement pathway inhibitors; Human serum alternative complement pathway, LPS-coated ELISA, C3 deposition; tested in compound mixtures; inhibition, % at 5 µM; hit rate 0.08% among 62,000; AID 1235;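 active means inhibition above 30% in each of the two pooled mixtures holding the compound, so the lower value exceeds 30%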;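 further: 0% = serum in Mg-EGTA without compound and 100% = EDTA serum blank; some compounds past the cut are filed as inactive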
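Assay system: Human serum alternative complement pathway, C3 deposition on LPS-coated wells | Incubation: 1 h serum-compound exposure at 37 °C | Doses: 5 µM per compound in ten-compound mixtures | Read-out: Percent inhibition | Technique: ELISA with HRP anti-human C3 antibody, TMB substrate, absorbance 450 nm | Replication: Two pool placements per compound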
5HT1E ag – 5-HT1E (human) receptor agonism; P28566; activation, % at 6 µM; CHO 5-HT1E Ga15 NFAT-bla reporter, FRET; 0% DMSO wells, 100% control agonist wells; hit rate 0.69% among 65,000;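 active means activation above a set limit, the screen-wide mean activation plus 3 SD, cut at about 8.5% in these data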;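 further: 100% = positive control agonist at 1 µM giving full maximal response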
S1P3 agonist – S1P3 (human) receptor agonism; S1P3 NFAT-BLA reporter cells, FRET ratio; relative to 1 µM S1P, basal subtracted; activation, % at 4.5 µM; hit rate 0.1% among 60,000; Q99500;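 active means activation above the screen-wide mean plus 3 SD, cut at about 4.5% in these data, passing the limit was not always enough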; further: some compounds called inactive have numbers as strong as hits
Target sequence (Q99500 whole entry, looked up): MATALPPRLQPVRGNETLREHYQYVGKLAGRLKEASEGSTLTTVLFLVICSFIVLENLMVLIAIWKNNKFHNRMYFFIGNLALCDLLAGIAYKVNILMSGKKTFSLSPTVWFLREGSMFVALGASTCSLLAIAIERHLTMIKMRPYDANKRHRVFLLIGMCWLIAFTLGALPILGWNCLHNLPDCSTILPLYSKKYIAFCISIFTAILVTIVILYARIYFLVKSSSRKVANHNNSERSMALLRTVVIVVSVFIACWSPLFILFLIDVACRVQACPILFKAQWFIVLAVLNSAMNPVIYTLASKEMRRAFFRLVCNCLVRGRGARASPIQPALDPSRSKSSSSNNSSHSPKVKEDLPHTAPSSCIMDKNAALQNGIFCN
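material = human S1P3 NFAT-BLA reporter CHO cells | schedule = 4 h compound at 37 °C, 2 h substrate at RT | measured by = fluorescent BLA substrate, ex 405 nm, em 460/535 nm ratio | controls = 1 µM S1P reference | replication = primary once, confirmation triplicate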
Ecoli tolC – blocks growth of E. coli BW25113 tolC mutant. OD615. growth inhibition, % at 10 µM (by protocol). hit rate 2.2% among 65,000. AID 573;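 active means growth inhibition at or above a cutoff equal to the mean over every tested compound plus 3 SD, cut at about 60% in these data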;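 further: growth measured after 20 h incubation at 37 °C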
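Test system – E. coli BW25113 ΔtolC::kan, tolC deletion mutant strain · Detection – OD at 615 nm · Buffer or medium – LB with kanamycin 50 µg/mL · Times – 20 h compound exposure of bacteria at 37 °C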
S1P1 ag-PAM – activates or potentiates agonism at human S1P1 receptor. hit rate 0.57% among 56,000. S1P1 CRE-bla cells, forskolin, beta-lactamase FRET, potentiator mode; S1P1 agonist co-added at EC20, 2 nM; 100% = saturating reference agonist, 0% = basal. activation, % at 9.5 µM;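 active means activation above a cutoff set at the mean activation of all tested compounds plus 3 SD, cut at about 54% in these data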;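 further: forskolin at 4 µM as EC80 and the EC20 agonist is SEW2871; 100% = SEW2871 at its EC100 plus forskolin at EC80; some compounds past the cut are filed as inactive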
SF-1 act – activates the human nuclear receptor SF-1; CHO-K1 Gal4-SF-1 LBD luciferase reporter; % increase over DMSO SF-1-specific signal; hit rate 1.9% among 65,000; activation, % at 10 µM; AID 522;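 active means activation above the mean activation of all tested compounds plus 3 SD, cut at about 50% in these data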
Target sequence (Q13285 whole entry, looked up, the tested form may be a part): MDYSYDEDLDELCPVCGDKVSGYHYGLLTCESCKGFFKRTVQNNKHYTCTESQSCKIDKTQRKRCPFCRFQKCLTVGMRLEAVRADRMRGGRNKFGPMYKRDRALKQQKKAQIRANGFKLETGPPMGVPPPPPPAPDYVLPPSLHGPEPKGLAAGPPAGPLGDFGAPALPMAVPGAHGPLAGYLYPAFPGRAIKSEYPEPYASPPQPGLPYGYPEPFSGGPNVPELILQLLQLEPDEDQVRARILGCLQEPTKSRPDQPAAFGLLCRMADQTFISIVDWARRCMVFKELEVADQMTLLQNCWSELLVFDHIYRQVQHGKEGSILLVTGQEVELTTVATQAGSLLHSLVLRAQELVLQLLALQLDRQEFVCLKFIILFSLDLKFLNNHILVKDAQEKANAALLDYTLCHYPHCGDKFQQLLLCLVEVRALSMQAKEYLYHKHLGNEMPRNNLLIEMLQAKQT
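Assay system – CHO-K1 cells with Gal4–hSF-1 LBD chimera plus Gal4-driven luciferase · Quantity – 4,000 cells per well · Times – compound added 1 h post-seeding, 20 h exposure at 37 °C, 5% CO2 · Measured by – luciferase light emission · Benchmarks – DMSO and mock-transfected background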
The depositor's hits bear a star; · = not tested or not shown. Hits appear at their usual frequency. Share with any hit: about 7.1%.

SMILES	5HT1a antag	HTR1E antagonist	RORA act	AP ELISA ortho	5HT1E ag	S1P3 agonist	Ecoli tolC	S1P1 ag-PAM	SF-1 act
COc1ccc(N2CCCn3c2nc2c3c(=O)n(CCN3CCOCC3)c(=O)n2C)cc1	-7	5	-25	16	-1.1	-1.5	-15	-18	-1
COc1ccc(CCNC(=O)C2CCN(S(=O)(=O)c3cnc[nH]3)CC2)cc1OC	4	13	-14	3	-1.1	-0.7	-23	11	2
CCOC(=O)C1C(=O)CC(C)(O)C(C(=O)OCC)C1c1ccco1 (centres undefined)	-6	-8	-17	9	0.3	-1.3	-8	-18	-14
O=C(Cc1c(F)cccc1Cl)N1CCCC1	2	-7	-10	21	0.4	-0.8	-9	-22	3
O=C(Nc1cccc(Cl)c1N1CCCCC1)c1ccc2c(c1)OCCO2	-8	1	-4	9	0.3	-1.3	12	0	-9
Cc1ccc(CN2C(=O)CCC2C(=O)NCc2ccco2)cc1 (centres undefined)	9	9	-8	16	-0.8	-1.2	-26	4	8
N#Cc1cccc(NC(=O)CC2CCCCC2)c1	2	8	3	5	-0.9	-0.7	-1	-2	-9
O=C(NCCc1ccccc1)c1cc(-c2ccc3c(c2)OCO3)on1	-10	5	22	10	-0.1	-1.2	-5	19	9
Cn1c(NC(=O)c2ccccc2F)cc(=O)n(C)c1=O	-7	-23	14	16	0.4	-1.1	-18	-9	17
COc1ccc(N2CCN(C(c3ccccc3OC)c3nnnn3C3CCCC3)CC2)cc1 (centres undefined)	29	-1	-22	29	-0.4	-1.5	9	0	-13
CCCCCCn1c(N2CCN(c3ccccc3)CC2)nc2c1c(=O)n(C)c(=O)n2C	-14	-18	-12	8	1.1	-0.6	80*	-22	7
CN1C(=O)CC2(CC(=O)N(Cc3ccccc3)C2)C1=O (centres undefined)	11	2	-6	2	0.2	-0.6	-9	·	-6
CS(=O)(=O)N1CCN(C(=O)c2ccccc2)C1	-12	-1	8	11	-0.3	-0.2	-23	·	16
CCOC(=O)N1CCN(C(=O)CSCC(=O)Nc2nc(-c3cccs3)cs2)CC1	-11	2	17	·	-0.2	-0.4	-4	0	-1
Cc1ccc(OCCCC(=O)Nc2ccc(S(=O)(=O)Nc3cc(C)on3)cc2)cc1	-9	-1	-3	-1	-0.3	·	17	·	24
CCOC(=O)c1[nH]cnc1C(=O)Nc1ccncc1	-3	10	6	5	-0.7	0.0	0	-10	-7
CCOC(=O)Cn1c(=O)oc2cc(S(=O)(=O)NC3CCCc4ccccc43)ccc21 (centres undefined)	-8	5	13	15	-0.2	0.1	16	-13	-4
CCOC(=O)c1[nH]c2ccc(OC)cc2c1NC(=O)CCN1CCN(Cc2ccccc2)CC1	·	0	-5	·	-0.4	-1.5	-2	-3	-8
CCOc1ccccc1Nc1ncccc1C(=O)N1CCCC1	-8	-7	-5	13	-0.2	1.1	1	-1	6
O=C(CN1C(=O)c2ccccc2C1=O)N1CCCCC1	-7	0	2	-1	-0.4	0.1	-15	-4	4

Quoted from the listing.
In RORA act, `CCOc1ccccc1Nc1ncccc1C(=O)N1CCCC1` has -5
In 5HT1E ag, `CCOC(=O)N1CCN(C(=O)CSCC(=O)Nc2nc(-c3cccs3)cs2)CC1` has -0.2
In Ecoli tolC, `CCOC(=O)c1[nH]cnc1C(=O)Nc1ccncc1` has 0

Other results
SMILES	5HT1a antag	HTR1E antagonist	RORA act	AP ELISA ortho	5HT1E ag	S1P3 agonist	Ecoli tolC	S1P1 ag-PAM	SF-1 act
COC(=O)c1ccc(Oc2nc(NC(C)C)nc(SC)n2)cc1	-10	0	1	7	1.4	-0.7	2	-22	3
O=C(CN1CCOCC1)Nc1ccccc1NC(=O)C1CCN(c2ncccn2)CC1	-1	-3	4	14	0.5	-0.3	-13	-13	-6
CCN(CC)c1ccc(-c2nn3c(-c4cccnc4)nnc3s2)cc1	·	-27	15	-9	1.8	-1.9	18	-3	-7
N#CC1C(=O)NC(N2CCN(c3ccccc3)CC2)=NC12CCCCC2 (centres undefined)	-7	-1	9	3	2.4	-0.7	-11	5	-12
CCOc1ccc(C2CC(c3cccc(OC)c3)Nc3ncnn32)cc1 (centres undefined)	0	-2	-14	6	0.3	0.2	8	-17	11
CCN(CC)c1ccc2cc(-c3nnc(-c4ccncc4)o3)c(=O)oc2c1	·	-13	25	·	0.1	-3.0	7	2	73*
Cc1ccc(OC(=O)c2cccc(C(=O)Oc3ccc(C)cn3)n2)nc1	0	3	-8	4	-0.5	-0.6	-13	-17	10
COC(=O)C1=CN(CC2CCCO2)C=C(C(=O)OC)C1c1ccsc1 (centres undefined)	-14	-1	-14	19	3.6	1.4	2	-16	-15
Cc1cccc(CN2CCN(C(c3ccccc3)c3ccc(Cl)cc3)CC2)c1 (centres undefined)	·	-1	1	4	-0.5	-6.1	10	-11	1
COc1ccc(OC)c(NC2=NC3(CCCC3)N=C(N)N2)c1	0	2	9	2	0.4	0.1	-2	-2	6
CCOc1ccc(OCC)c(NC(=O)CN2CCN(c3cccc(C)c3C)CC2)c1	-11	-7	-14	7	28*	·	-16	·	-3
CC(c1ccccc1F)n1cc(C(=O)NCCc2ccco2)nn1 (centres undefined)	6	22	6	16	0.2	·	15	·	25
CN1/C(=C\C(=O)CN2C(=O)NC3(CCCCCC3)C2=O)C(C)(C)c2ccccc21	-15	6	12	-9	-0.9	·	16	·	-10
Fc1ccc(-n2cnnn2)c(F)c1	4	-7	6	15	0.5	-0.2	-17	-18	-6
CN(CCC#N)C(=O)c1ccc(CNS(=O)(=O)c2ccc(F)cc2)cc1	4	-6	11	9	-0.7	-0.2	-11	-22	12
Nc1nnc(Cc2ccc(Cl)cc2)s1	8	-7	-9	6	0.8	-0.7	-7	·	-2
Cn1c(=O)c2c(SCC(=O)N3CCN(c4ccccc4)CC3)nc(C3CC3)nc2n(C)c1=O	-12	-5	-6	4	1.2	-0.7	-3	-15	1
COc1cccc2cc(C(=O)N3CCN(C45CC6CC(CC(C6)C4)C5)CC3)c(=O)oc12	14	21	16	-4	-0.5	-1.1	3	11	17
Cc1sc2c(c1C)C(=O)NC(c1cccc(O)c1)N2 (centres undefined)	6	-10	22	15	-1.2	-1.2	-24	-20	29
COc1ccc(C2CC(c3ccc(Cl)cc3Cl)Nc3nc(N)nn32)cc1OC (centres undefined)	2	-5	26	7	-0.3	-1.3	14	-28	1
Cc1ccc(CN2C3=NC(=O)CN3c3ccccc32)cc1	-4	-5	0	16	0.2	-0.6	-5	·	-11
CCOC(=O)c1c(NC(=O)CSc2nnc(Cc3csc(N)n3)n2C)sc(C)c1C	5	15	-14	-6	0.6	-1.4	16	·	4
CCOc1ccc(S(=O)(=O)n2ccc(C)n2)c2ccccc12	-5	8	-10	2	-0.4	0.2	16	-2	6
COc1cccc(-c2noc(CCC(=O)NC3CCCCC3)n2)c1	5	10	-12	-2	-1.0	-1.3	-4	-1	-10
CN1C(=S)SC(C)(C)C1NO (centres undefined)	-8	-12	0	11	0.5	-0.6	-5	2	-5
CSC1=NCCN1C(=O)c1c(F)cccc1Cl	-6	-11	-17	17	0.5	0.3	-10	9	-8
CC(C(=O)NCc1ccco1)n1nc(-c2ccccc2)c2cc(Cl)ccc21 (centres undefined)	21	4	-20	-1	-0.5	-1.1	1	13	-14
COc1cc(Cn2c(-c3nonc3N)nc3ccccc32)ccc1C	64*	52*	3	-4	-1.2	-1.5	-7	31	26
CC(NC(=O)Nc1ccccc1O)(C(F)(F)F)C(F)(F)F	-10	-10	9	10	0.5	0.2	38	-26	9
COc1cc(NS(=O)(=O)c2ccc(NC(=O)c3ccco3)cc2)nc(OC)n1	-3	7	2	11	-0.7	·	-14	·	-12
O=C(O)CSc1ccccn1	-1	-13	37	-16	-0.3	-0.5	-3	-14	2
Cc1ccccc1-n1nc2c(c1NC(=O)c1c(-c3ccccc3Cl)noc1C)CSC2	1	-14	-8	29	-0.6	0.2	19	-8	9
O=C(NCc1ccccc1Cl)C1CCN(C(=O)c2sccc2-n2cccc2)CC1	16	7	-18	2	0.2	0.3	7	-1	-19
OC(COc1cccc2ccccc12)CN1CCN(c2ccccn2)CC1 (centres undefined)	20	-2	-2	2	-0.5	·	24	·	11
CCSc1nc2c(cnn2-c2ccc(C)cc2)c(=O)[nH]1	-17	1	-1	19	0.8	0.7	8	-37	10
O=C(Cn1cccc1)N1CCN(c2ccc(F)cc2)CC1	-2	3	-7	5	0.4	0.4	-9	-8	-1
CC(C)C(=O)Nc1nnc(Cc2ccccc2)s1	-28	-16	-20	19	-0.7	0.5	-7	-26	-4
CN(C(=O)c1ccccc1)C1(C)CCS(=O)(=O)C1 (centres undefined)	4	-1	-3	6	-0.3	0.0	-22	-20	3
COc1cccc(OC)c1/C(O)=C(\C#N)c1nc2ccccc2[nH]1	0	10	-4	22	1.0	-1.4	1	-18	0
CN(C1CCCCC1)S(=O)(=O)c1ccc(Cl)c(C(=O)O)c1	-9	-5	19	-33	-1.3	-0.3	5	0	-19
Cc1cc(NC(=O)C2COc3ccccc3O2)no1 (centres undefined)	-3	-6	-23	18	0.7	-0.8	-7	20	0
Cc1cccc(C)c1NC(=O)C(c1cccs1)N(Cc1ccco1)C(=O)Cn1nnc2ccccc21 (centres undefined)	18	-1	2	0	0.2	-1.3	64*	-12	-5
O=S1(=O)NC2CCCCCN2c2ccc(F)cc21 (centres undefined)	3	-5	17	-1	0.9	-0.5	7	-8	-6
Cn1c(=O)oc2cc(S(=O)(=O)NCCC(=O)N3CCc4ccccc4C3)ccc21	-4	-3	-20	11	0.4	-0.7	24	5	-7
CCc1c(C)sc(NC(=O)c2cc(C)on2)c1C#N	0	-3	6	17	0.2	0.0	-8	-1	18
O=C(COC(=O)c1ccc(S(=O)(=O)NCc2ccco2)cc1)Nc1ccccc1OC(F)F	-3	5	5	-4	-2.1	·	20	·	1
COC(=O)c1ccccc1NC(=O)CSc1nnc(-c2ccoc2C)n1C	15	-1	9	2	-1.4	-0.1	-6	-20	-8
FC(F)(F)c1cc(-c2ccco2)nc(NCc2cccnc2)n1	0	2	11	13	-0.1	·	12	·	15
O=C(C1CC1)N1CCc2cc(Br)cc(S(=O)(=O)NCCN3CCOCC3)c21	-5	-7	8	9	0.8	·	-8	·	-8
O=C(CSc1nnc(-c2ccccc2)o1)N1CCc2ccccc2C1	1	5	-18	2	-1.8	-0.4	52	-14	16
Cc1occc1C(=O)NCCCc1ccccc1	10	0	-3	14	0.4	-1.8	-4	4	-16
